Compound activity: PubChem BioAssay, National Center for Advancing Translational Sciences (NCATS)
Ub-GFP proteasome = proteasome inhibitors stabilizing ubiquitin-GFP reporter; Ubiquitin-GFP reporter cells, proteasome inhibition, GFP fluorescence; response scale: untreated = 0%, 10 µM MG-132 = 100%; Potency, µM (titrated, usually from 45.9 µM), for inactives: at the highest dose activation (GFP accumulation), hits mostly activators; 67,000 tested, under 10 active; active means well fitted activation curve with a large enough effect, not every such curve was filed as active; inconclusive means small, poorly fitted or top-dose-only effect, or another doubt; inactive means no such curve, though single readings can be large or run the other way; further: potency means the concentration at half of the fitted maximal effect
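Reporter cells (U2OS, ubiquitin-G76V-GFP fusion) are plated overnight, then treated 4 hr at 37 °C with compound titrations from 46 uM down to 2.9 nM. Activity is scaled against untreated cells and 10 uM MG-132.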
Epigenetic mod = epigenetic GFP locus derepression in mouse cells | Potency, µM (highest dose often 46.1 µM), without a hit: at the top dose GFP derepression (activation) | 68,000 tested, 0.09% active | mouse C127i GFP locus derepression, cytometry, 30 h; further: % of control where 0% means no effect
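Locus derepression in mouse mammary C127i cells whose integrated CMV-GFP reporter is normally silent; GFP expression after 30 h compound treatment was quantified by counting fluorescent cells.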
Fluorescein fluor = compound autofluorescence in fluorescein spectral region. Compound autofluorescence, 480/540 nm, fluorescein-equivalent; active compounds read high. max fluorescein-equivalent concentration, M. 59,000 tested, 0.91% active. AID 593; in the data active means max fluorescein-equivalent concentration above about 10 nM; inconclusive means between about 1.1 nM and that limit
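Fluorescein stocks ranging 3 mM down to 300 nM, plus DMSO blanks, were pinned alongside compounds to build a per-plate standard curve. Buffer: 100 mM Tris, pH 8.0. Incubation 15 min, room temperature; filters 480/540 nm.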
Casp1 inh = blocks human caspase-1 allosterically or competitively | Caspase-1 enzyme, Ac-WEHD-AFC fluorogenic rate | P29466 | 75,000 tested, 0.03% active | Potency, µM (highest dose often 57.5 µM), for inactives: at the top dose activity change, negative = inhibition, usual class: inhibitors;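 further: potency means the concentration at half of the fitted maximal effect; plate controls were vehicle for no effect and no substrate for full effect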
BRCT inh red = disrupts BRCA1 BRCT binding to phosphoprotein, red fluorophore readout. P38398. BRCT-phosphopeptide binding, red fluorescence polarization. Potency, µM (highest dose often 76.9 µM), inactives show at the highest dose activity change, negative = inhibition, hits mostly inhibitors. 75,000 tested, 0.03% active. AID 892; further: on the % scale 0 is the no-effect control and ±100 the full control effect
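Rhodamine-labelled pBACH1 10-mer (100 nM) bound to BRCT domain (100 nM) at pH 7.3; compounds incubated 12 min room temperature, polarization read. Free peptide defines full inhibition; unlabelled decapeptide titrated as control.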
A350 fluor = compound fluoresces in the Alexa 350 spectral region; AID 590; max dye-equivalent concentration, M; 59,000 tested, 11% active; Compound autofluorescence, 340/450 nm, Alexa 350 dye-equivalents; active compounds read high; in the data active means max dye-equivalent concentration above about 10 nM; inconclusive means mostly about 1.1 nM to 9.6 nM
4MU fluor = compounds fluorescent in 4-MU spectral region; AID 589; 59,000 tested, 11% active; compound autofluorescence, 340/450 nm, 4-MU equivalents; active compounds read high; max dye-equivalent concentration, M; in the data active means max dye-equivalent concentration above about 10 nM; inconclusive means mostly about 1.1 nM to 9.6 nM
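Intrinsic fluorescence at 340/450 nm (ex/em) was read after 15 min at room temperature in pH 8.0, 100 mM Tris. Each compound concentration expressed as 4-MU-equivalent concentration from a six-point 4-MU standard series on each plate.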
BRCT inh green = BRCA1 BRCT-phosphoprotein interaction inhibition; Potency, µM (titrated, usually from 76.9 µM), inactives show at the highest dose activity change, negative = inhibition, actives largely listed as inhibitors; P38398; 75,000 tested, 0.05% active; BRCA1 BRCT-phosphopeptide binding, green fluorescence polarization;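 further: potency means the concentration at half of the fitted maximal effect; plate controls were peptide without protein for full effect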
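Fluorescence polarization: His-tagged BRCT (~35 kDa BRCA1 C-terminus, 250 nM) bound to 100 nM fluorescein-labeled phosphorylated 10-aa BACH1 peptide, pH 7.3 phosphate buffer with DTT and Tween 20. Compounds incubated 12 min at room temperature; inhibition read as lowered polarization.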
Caspase-7 inhib = blocks human caspase-7 allosterically or competitively | P55210 | recombinant caspase-7, Ac-DEVD-AFC fluorescence rate | Potency, µM (top dose mostly 57.5 µM), inactives show at the top dose activity change, negative = inhibition, actives largely listed as inhibitors | 75,000 tested, 0.02% active | AID 889; active means well fitted inhibition curve with a large enough effect in the main read-out, with a control signal flat, not every such curve was filed as active; inconclusive means small, poorly fitted or top-dose-only effect, or a change in a side signal; further: potency means the concentration at half of the fitted maximal effect; % of control where 0% means no effect
Target sequence (P55210 24-198 limits assumed): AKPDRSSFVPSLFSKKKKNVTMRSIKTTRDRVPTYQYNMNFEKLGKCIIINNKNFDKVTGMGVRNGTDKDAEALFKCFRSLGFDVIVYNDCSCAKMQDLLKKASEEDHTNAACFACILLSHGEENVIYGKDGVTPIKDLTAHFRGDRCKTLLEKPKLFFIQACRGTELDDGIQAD
Target sequence (P55210 207-303 limits assumed): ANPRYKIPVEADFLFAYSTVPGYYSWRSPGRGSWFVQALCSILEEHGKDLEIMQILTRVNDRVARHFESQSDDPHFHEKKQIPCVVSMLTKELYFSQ
HEK293 cAMP ctrl = parental HEK293 cAMP activation (counter-screen); parental HEK293 CNG cAMP sensor, membrane potential fluorescence; Potency, µM (top dose mostly 57.1 µM), for the others: at the highest dose activation, most hits filed as activators; 73,000 tested, 2.5% active; further: potency means the concentration at half of the fitted maximal effect; % of control where 0% means no effect; nearly all actives have a fitted effect of over 55% in size
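Counterscreen for endogenous-receptor signalling: CNG-channel HEK 293 cells report cAMP rise by membrane depolarization. After 60 min dye equilibration with 100 uM RO 20-1724, compounds incubated 30 min before bottom-read fluorescence at 590 nm.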
USP2a inhib = blocks human ubiquitin-specific protease USP2a. O75604. USP2a enzymatic assay, qHTS inhibition. Potency, µM (titrated, usually from 38.3 µM), without a hit: at the highest dose activity change, negative = inhibition, most hits filed as inhibitors. 60,000 tested, 0.1% active;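 further: potency means the concentration at half of the fitted maximal effect; nearly all actives have a fitted effect of over 60% in size; plate controls were DMSO for no effect and NEM full inhibition control for full effect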
Target sequence (O75604 whole entry, looked up): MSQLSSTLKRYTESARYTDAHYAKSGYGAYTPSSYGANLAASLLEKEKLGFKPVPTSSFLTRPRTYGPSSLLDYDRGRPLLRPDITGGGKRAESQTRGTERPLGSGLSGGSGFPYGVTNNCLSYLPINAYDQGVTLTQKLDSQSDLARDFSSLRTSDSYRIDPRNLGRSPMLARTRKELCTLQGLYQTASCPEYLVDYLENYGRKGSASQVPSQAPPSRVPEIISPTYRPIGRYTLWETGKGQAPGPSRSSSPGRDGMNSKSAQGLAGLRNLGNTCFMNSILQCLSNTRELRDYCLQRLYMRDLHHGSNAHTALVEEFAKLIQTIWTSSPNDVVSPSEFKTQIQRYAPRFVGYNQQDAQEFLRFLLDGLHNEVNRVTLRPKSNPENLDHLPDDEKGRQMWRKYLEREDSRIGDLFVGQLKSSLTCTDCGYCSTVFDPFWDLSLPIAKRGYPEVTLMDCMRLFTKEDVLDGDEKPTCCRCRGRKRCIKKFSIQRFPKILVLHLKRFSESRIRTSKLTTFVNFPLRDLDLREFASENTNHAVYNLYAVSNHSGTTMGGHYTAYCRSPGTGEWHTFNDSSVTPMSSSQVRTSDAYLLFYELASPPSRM
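Inhibition is measured in a cell-free coupled assay with 20 nM USP2 core, 20 nM Ub-PLA2 and 20 uM NBD C6-HPC, 2.5 h incubation. Activity normalized to NEM control.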
An asterisk follows results filed as active; i = inactive; ? = inconclusive; . = no result given; & = joins results of further samples; [ ] = dose if it differs, or a comment. Unless noted, the call rests on the fitted dose curve; in most records, active means well fitted curve in the direction sought with a large enough effect; inconclusive means small, poorly fitted or top-dose-only effect, or another doubt; inactive means no such curve, though single readings can be large; an effect the other way counts as inactive or inconclusive. The list is partial; rates above refer to the full screens.

Sequence of screens: Ub-GFP proteasome	Epigenetic mod	Fluorescein fluor	Casp1 inh	BRCT inh red	A350 fluor	4MU fluor	BRCT inh green	Caspase-7 inhib	HEK293 cAMP ctrl	USP2a inhib
> CN1CCN(/C=C2\SC(=S)NC2=O)CC1
 : -5%	0%	i	-9%	0.7%	?	?	-1.0%	-7%	-1%	-6%
> CCCC(=O)Nc1ccc(C(=O)NCC(=O)OCC)cc1
 : -4%	0%	i	?	-1.4%	1.9e-07M*	1.9e-07M*	1.5%	-19%	11%	4%
> COc1ccc(C2C(=O)N(C3CCCCC3)CC(=O)N2C2CCCC2)cc1 (stereo not drawn)
 : 1%	0%	i	0%	-1.2%	i	i	-1.4%	-1%	27%	10%
> COc1c(Cl)ccc(Cl)c1C(=O)OCC(=O)O
 : 3%	-3%	.	-1%	-0.5%	.	.	-0.4%	0%	29%	2%
> O=C(Nc1ccc(NC(=O)C2CC2)nc1)c1cccc(F)c1
 : 4%	0%	i	0%	0.8%	i	i	-1.4%	1%	-10%	2%
> CCOc1ccccc1N1CCN(S(=O)(=O)c2ccc(F)c(F)c2)CC1
 : 4%	6%	?	-3%	-3.0%	i	i	-2.5%	-3%	22%	-5%
> CCC(=O)N1CCc2cc(Br)cc(S(=O)(=O)NCc3ccco3)c21
 : 7%	6%	i	2%	0.9%	i	i	5.2%	0%	16%	8%
> CC(C)CCn1c(N2CCN(Cc3ccccc3)CC2)nc2c1c(=O)[nH]c(=O)n2C
 : 1%	-2%	?	-1%	-1.0%	2.5e-08M*	1.2e-08M*	-7.1%	5%	1%	-16%
> O=C(CSc1nnc(CNC(=O)c2cccs2)o1)Nc1cccc(C(F)(F)F)c1
 : -3%	2%	i	2%	-0.3%	?	i	-3.7%	0%	?	7%
> O=C(CSc1nc(Nc2ccccc2)nc(N2CCOCC2)n1)Nc1ccc2c(c1)OCCO2
 : -6%	0%	i	-4%	-0.7%	i	i	2.3%	-5%	10%	41%[activator]
> CCN(C(=O)CSc1nnc(-c2ccccc2Cl)n1C1CCCC1)C1CCS(=O)(=O)C1 (stereo not drawn)
 : -1%	-4%	?	0%	0.6%	i	i	-0.7%	7%	12%	5%
> O=S(=O)(c1ccccc1)N1CCN(CC(O)COc2ccc3c(c2)CCC3)CC1 (stereo not drawn)
 : -6%	?	i	-1%	0.2%	i	i	0.2%	-23%	25%	5%
> O=S(=O)(c1cccc(-c2nn3c(-c4ccncc4)nnc3s2)c1)N1CCOCC1
 : 2%	1%	?	2%	-0.1%	i	i	-0.6%	-1%	-9%	-1%
> Cc1ccc(-c2nnc(N3CCCCC3)c3ccccc23)cc1S(=O)(=O)N1CCN(C)CC1
 : -5%	0%	.	-2%	-0.9%	.	.	3.4%	0%	?	47%[activator]
> Cn1c(=O)n(C)c2cc(CNc3ccc(N4CCOCC4)c(C(=O)O)c3)ccc21
 : -3%	-2%	?	0%	0.6%	2.2e-08M*	1.8e-08M*	1.1%	-2%	4%	4%
> C=CCn1c(SCC(=O)Nc2ccccc2OC)nnc1-c1ccccn1
 : .	-2%	?	-1%	0.8%	?	i	1.4%	1%	?	18%
> CCN(CC)CCOC(=O)C1(c2ccccc2)CCOCC1
 : -6%	-2%	?	0%	-0.2%	i	i	-3.8%	2%	7%	8%
> O=C(Nc1ccon1)c1ccccc1Cl
 : -5%	2%	?	2%	0.2%	i	i	-1.0%	2%	0%	-2%
> NC(=O)c1cccc2c1C(=O)N(C1CCCCC1)C2
 : 9%	.	.	1%	-1.9%	.	.	-3.4%	-9%	3%	.
> c1csc(CSc2nnc3sc4ccccc4n23)c1
 : 0%	-4%	i	-3%	-0.2%	i	i	2.0%	-2%	27%	-8%
> Cc1cccc(-n2c(O)c(C=NCCCN3CCOCC3)c3ccccc3c2=O)c1
 : -6%	4%	?	-7%	0.5%	3.3e-08M*	2.4e-08M*	-4.7%	-8%	8%	-4%
> CS(=O)(=O)c1ccc(N2CCOCC2)c(S(C)(=O)=O)c1
 : 9%	-2%	?	0%	-0.9%	i	i	0.5%	1%	0%	-2%
> O=C1N=C(N2CCOCC2)SC1=C1CCCCC1
 : 0%	1%	.	0%	0.9%	.	.	0.4%	1%	3%	-6%
> c1ccc(-n2c(-c3ccco3)nnc2N2CCOCC2)cc1
 : 4%	-1%	i	1%	-0.3%	i	i	0.0%	0%	0%	2%
> Cc1cc(C)c2nc(C(F)(F)F)nc(N3CCN(C(=O)c4ccco4)CC3)c2c1
 : -6%	-3%	i	-2%	-0.6%	i	i	1.2%	-4%	29%	9%
> Clc1ccc(N2CCN(Cc3c[nH]c4ncccc34)CC2)cc1
 : -1%&-1%	0%&-1%	i	-3%&0%	-1.0%&-1.5%	i	i	0.3%&-2.8%	-7%&1%	12%	-3%
> Cc1ccc(S(=O)(=O)N(CC(=O)N2CCOCC2)C2CCCCC2)cc1
 : -18%	1%	.	-1%	0.2%	.	.	-0.3%	0%	5%	-3%
> O=C(C1CC(=O)N(C2CCCC2)C1)N1CCN(c2ccc(F)cc2)CC1 (stereo not drawn)
 : 3%	-7%	.	0%	-2.2%	.	.	-6.9%	-2%	3%	.
> COCc1[nH]nc2c1C1(CCC3(CC1)OCCO3)C(C#N)=C(N)O2
 : -1%	-3%	i	-4%	0.3%	i	i	-0.5%	0%	-7%	-2%
> O=C1C=C(O)CC(c2ccc(Cl)cc2)C1 (stereo not drawn)
 : 12%	2%	.	-2%	-0.5%	.	.	-0.8%	-4%	29%	30%

3 compounds out of the list, arranged by count of non-hydrogen atoms, smallest number first.
Sequence of screens: Ub-GFP proteasome	Epigenetic mod	Fluorescein fluor	Casp1 inh	BRCT inh red	A350 fluor	4MU fluor	BRCT inh green	Caspase-7 inhib	HEK293 cAMP ctrl	USP2a inhib
> O=C1C=C(O)CC(c2ccc(Cl)cc2)C1 (stereo not drawn)
 : 12%	2%	.	-2%	-0.5%	.	.	-0.8%	-4%	29%	30%
> c1csc(CSc2nnc3sc4ccccc4n23)c1
 : 0%	-4%	i	-3%	-0.2%	i	i	2.0%	-2%	27%	-8%
> C=CCn1c(SCC(=O)Nc2ccccc2OC)nnc1-c1ccccn1
 : .	-2%	?	-1%	0.8%	?	i	1.4%	1%	?	18%

New compounds follow:
Sequence of screens: Ub-GFP proteasome	Epigenetic mod	Fluorescein fluor	Casp1 inh	BRCT inh red	A350 fluor	4MU fluor	BRCT inh green	Caspase-7 inhib	HEK293 cAMP ctrl	USP2a inhib
> Cc1oc2c(c1C(=O)NC(Cc1c[nH]c3ccccc13)C(=O)O)CCCC2 (stereo not drawn)
 : -7%	0%	.	-2%	-3.2%	.	.	-3.0%	-3%	10%	?
> O=C(O)CCc1nnc2n(Cc3ccc(F)cc3)c(=O)c3ccccc3n12
 : -1%	0%	.	-6%	-1.6%	.	.	0.6%	-1%	7%	.
> COc1cccc(-n2c(Cc3cc(=O)[nH]c(=O)[nH]3)nnc2SCC(=O)N2CCC(C)CC2)c1
 : -3%	-1%	?	2%	-0.8%	i	i	0.1%	0%	-5%	-3%
> Cc1cc(Br)ccc1OCc1nc(-c2cccnc2)no1
 : -4%	0%	i	0%	-0.3%	?	?	1.5%	-1%	?	-2%
> CCNc1nc(Oc2ccc(C(=O)OC)cc2)nc(SC)n1
 : 2%	-3%	i	-1%	-1.6%	i	i	-0.9%	-1%	19%	2%
> Cc1ccccc1C(=O)N1CCCN(C(=O)c2ccccc2C)CC1
 : 9%	0%	i	0%	0.1%	i	i	1.4%	-4%	20%	0%
> CN(C(=O)c1cccnc1)c1nnc(-c2ccccn2)s1
 : 5%	3%	i	-2%	-2.9%	i	i	0.2%	2%	30%	-2%
> CCOC(=O)c1sc(N)c(C#N)c1COC(=O)CNC(=O)c1ccccc1
 : 2%	0%	3e-08M*	-3%	2.1%	i	i	54%[activator]	-1%[0.00368 µM]	-2%	13%
> CCSCc1nnc(SCC(=O)Nc2nc3ccccc3s2)n1C
 : -1%	-2%	?	0%	0.8%	i	i	-1.0%	-1%	4%	0%
> CC(=O)c1cc(C#N)c(SCC(=O)OC(C)(C)C)nc1C
 : 1%	2%	i	-1%	1.0%	?	i	1.2%	-2%	3%	8%
> Cc1ccc(/C(C#N)=C/c2cccc([N+](=O)[O-])c2)cc1
 : -5%[9.17 µM]	6%[9.22 µM]	?	-2%[11.5 µM]	-1.6%[15.4 µM]	i	i	-0.9%[15.4 µM]	1%[11.5 µM]	4%[11.4 µM]	.
> CC(C)N(CCNC(=O)C1CCN(S(=O)(=O)N2CCOCC2)CC1)Cc1ccccc1
 : -19%	1%	i	2%	0.8%	?	?	-1.0%	0%	-5%	4%
> O=C1c2cccnc2C(O)N1Cc1ccco1 (stereo not drawn)
 : 13%	-4%	i	2%	-0.8%	i	i	-2.3%	-1%	1%	-10%

Individual results from the list.
Value for `O=C1c2cccnc2C(O)N1Cc1ccco1` (stereo not drawn) in Caspase-7 inhib: -1%
Value for `CCNc1nc(Oc2ccc(C(=O)OC)cc2)nc(SC)n1` in USP2a inhib: 2%
Value for `CCOC(=O)c1sc(N)c(C#N)c1COC(=O)CNC(=O)c1ccccc1` in USP2a inhib: 13%
